ssDAF-12 act – activators of S. stercoralis DAF-12 nuclear receptor; HEK293 ssDAF-12/GRIP1 lit1-tk-luc reporter, luminescence; % of 3 µM dafachronic acid response; 370,000 compounds, 1% hits; activation, % at 6.8 µM;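 active = activation above the mean over all tested compounds plus 3 SD, cut at about 0.9% in these data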;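 note: 0% = DMSO-only wells and 100% = 3 µM delta7-dafachronic acid wells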
proKLK7 act – activates the human kallikrein-7 zymogen; purified proKLK7, EDANS-DABCYL substrate fluorescence; 100% is mature enzyme control, 0% vehicle; activation, % at 7 µM; 370,000 compounds, 0.9% hits;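 active = activation above the mean of all tested compounds plus 3 SD, computed per campaign excluding outliers beyond control limits, cut at about 13% in these data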
Target sequence (P49862 whole entry, looked up): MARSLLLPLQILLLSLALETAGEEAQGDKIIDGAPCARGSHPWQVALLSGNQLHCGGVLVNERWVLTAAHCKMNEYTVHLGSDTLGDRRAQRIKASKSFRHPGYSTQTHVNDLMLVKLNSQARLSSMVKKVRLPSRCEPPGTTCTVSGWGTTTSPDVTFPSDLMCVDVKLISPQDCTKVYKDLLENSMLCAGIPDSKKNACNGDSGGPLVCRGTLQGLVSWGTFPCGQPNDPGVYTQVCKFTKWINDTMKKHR
HGIII-sPLA2 inh – Inhibits HGIII-sPLA2 liposome hydrolysis, primary screen; 370,000 compounds, 0.56% hits; QFRET BODIPY PC-A2 liposome hydrolysis, fluorescence; inhibition, % at 12.2 µM; Q9NZ20;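 active = inhibition above mean plus 3 SD of compounds lying within the high and low control bounds, cut at about 19% in these data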;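 note: 0% = median of test compound wells and 100% = no enzyme DMSO wells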
Target sequence (Q9NZ20 whole entry, looked up): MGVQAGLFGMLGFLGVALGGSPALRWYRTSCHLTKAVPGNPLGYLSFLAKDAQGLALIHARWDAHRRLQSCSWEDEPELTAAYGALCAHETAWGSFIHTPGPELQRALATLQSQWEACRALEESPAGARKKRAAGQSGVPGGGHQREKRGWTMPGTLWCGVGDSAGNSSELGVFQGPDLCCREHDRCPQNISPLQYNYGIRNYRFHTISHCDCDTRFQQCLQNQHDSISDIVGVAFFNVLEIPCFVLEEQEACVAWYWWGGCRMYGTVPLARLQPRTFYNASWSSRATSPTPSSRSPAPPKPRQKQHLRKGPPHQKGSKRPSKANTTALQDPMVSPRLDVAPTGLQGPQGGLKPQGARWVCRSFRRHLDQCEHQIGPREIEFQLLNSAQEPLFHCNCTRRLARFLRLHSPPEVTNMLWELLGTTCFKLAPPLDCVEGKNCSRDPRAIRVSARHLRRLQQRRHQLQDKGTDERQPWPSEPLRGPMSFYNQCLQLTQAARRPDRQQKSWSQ
DAX1 inh-1 – inhibitors of human orphan nuclear receptor DAX1 (NR0B1) | P51843 | 340,000 compounds, 0.99% hits | inhibition, % at 6.75 µM | HEK293 Gal4-DAX1 luciferase reporter, luminescence | AID 504766;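 active = inhibition above the mean over all tested compounds plus 3 SD, cut at about 4.2% in these data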;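 note: 0% = DAX1-transfected cells with DMSO and 100% = empty-vector control cells with DMSO; inhibition shows as a rise in luminescence from relieved DAX1 repression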
Target sequence (P51843 207-470 limits assumed): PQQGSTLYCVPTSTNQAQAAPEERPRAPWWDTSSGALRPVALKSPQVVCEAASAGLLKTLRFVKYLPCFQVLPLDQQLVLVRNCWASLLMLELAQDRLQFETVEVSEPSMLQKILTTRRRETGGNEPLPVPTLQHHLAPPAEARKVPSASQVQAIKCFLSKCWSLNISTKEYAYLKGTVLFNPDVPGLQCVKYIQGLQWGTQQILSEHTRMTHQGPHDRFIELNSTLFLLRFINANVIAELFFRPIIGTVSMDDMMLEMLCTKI
FXN GAA850 act – increases GAA850 frataxin promoter reporter activity; activation, % at 6 µM; 360,000 compounds, 0.56% hits; HEK293 lucGAA850 FXN promoter luciferase reporter, 24 h; percent of 10 µM SAHA response;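 active = activation above the average of all compounds screened plus 3 SD, cutoff fixed separately per campaign, cut at about 7.5% in these data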;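 note: 0% = DMSO wells and 100% = 10 µM SAHA wells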
hcDAF-12 act – activates DAF-12 receptor from parasite H. contortus. HEK293 hcDAF-12 lit1-tk-luc reporter, luminescence; 0% DMSO, 100% Δ7-dafachronic acid. activation, % at 6.8 µM. 370,000 compounds, 1.4% hits. AID 652067;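 active = activation above the mean of all tested compounds plus 3 SD, cut at about 5.5% in these data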;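 note: 100% = response to 3 µM Δ7-dafachronic acid high control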
hgDAF-12 ag – activates the H. glycines DAF-12 receptor ligand-binding domain | HEK293 GAL4-hgDAF12 UAS-luciferase reporter, agonist luminescence; normalized to butyrate control | activation, % at 6.8 µM | 370,000 compounds, 1.8% hits;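 active = activation above a cutoff set at the mean of all screened compounds plus 3 SD, cut at about 10% in these data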;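 note: 0% = DMSO wells and 100% = sodium butyrate wells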
GC-B act – GC-B (human) receptor activation; P20594; HEK293-GC-B cells, CNP EC30, cGMP TR-FRET; 0% at EC30 CNP, 100% saturating CNP; activation, % at 10 µM; 370,000 compounds, 0.11% hits;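 active = activation at 10 µM reaching about 35% in either raw or pattern-adjusted values, limit read from the data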
SMARCA2 activ – SMARCA2 function activation, primary screen | MG213 cells, MMTV-luciferase reporter, dexamethasone, overnight | activation, % at 9.1 µM | 370,000 compounds, 1% hits | AID 652017; in the data active = activation above about 7.8%;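 note: 0% = vehicle wells and 100% = reference activator wells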
DAX1 inh-2 – blocks DAX1 repression of SF-1 activated StAR promoter. HEK293T StAR-luciferase reporter, SF-1/DAX-1 repression relief. inhibition, % at 6.8 µM. 370,000 compounds, 1.1% hits. AID 652010;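 active = inhibition above the mean over all tested compounds plus 3 SD, cut at about 3.6% in these data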;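 note: 0% = DAX-1 cells with DMSO and 100% = cells lacking DAX-1 with DMSO; higher inhibition means more luminescence from relief of DAX-1 repression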
NPR1 activator – GC-A (human) enzyme activation. P16066. HEK293 GC-A cells, cGMP TR-FRET, EC30 ANP; 0% at EC30 ANP, 100% saturating ANP. activation, % at 10 µM. 370,000 compounds, 0.14% hits. AID 1671463; in the data active = activation above about 40%
* = called active by the depositor.

For COC(=O)c1ccc(C)c(NC(=O)CCSc2ccccc2)c1 the results were ssDAF-12 act -1.1, proKLK7 act 0.2, HGIII-sPLA2 inh 4.2, DAX1 inh-1 0.7, FXN GAA850 act -0.7, hcDAF-12 act -1.0, hgDAF-12 ag -0.1, GC-B act 0.3, SMARCA2 activ -3.4, DAX1 inh-2 -1.1 and NPR1 activator -0.3.
For Cc1ccccc1Cn1cc(COC(=O)N(C)Cc2ccccc2)nn1 the results were ssDAF-12 act -0.4, proKLK7 act 0.1, HGIII-sPLA2 inh 2.1, hcDAF-12 act -0.3, hgDAF-12 ag 1.8, GC-B act 8.4, SMARCA2 activ -3.1, DAX1 inh-2 -0.6 and NPR1 activator 3.7.
`CC1CCCCN1CC(=O)Nc1sc2c(c1C#N)CCC2` (configuration not stated) gave ssDAF-12 act -0.5, proKLK7 act 0.5, HGIII-sPLA2 inh -4.1, DAX1 inh-1 -1.2, FXN GAA850 act -0.5, hcDAF-12 act -0.7, hgDAF-12 ag 1.4, GC-B act -2.6, SMARCA2 activ -2.1, DAX1 inh-2 -0.9 and NPR1 activator -3.8.
O=C(Nc1nccs1)C(F)(F)C(F)(F)C(F)(F)C(=O)Nc1nccs1 was read as ssDAF-12 act -0.8, proKLK7 act 0.0, HGIII-sPLA2 inh -3.2, DAX1 inh-1 -1.4, FXN GAA850 act 0.7, hcDAF-12 act -0.9, hgDAF-12 ag -1.6, GC-B act 4.3, SMARCA2 activ -2.1, DAX1 inh-2 -0.5 and NPR1 activator 2.3.
Screening Cc1cccc(CSc2nnc(N)n2-c2ccccc2)c1 returned ssDAF-12 act -1.5, proKLK7 act -0.7, HGIII-sPLA2 inh 8.1, DAX1 inh-1 1.1, FXN GAA850 act 3.9, hcDAF-12 act -0.4, hgDAF-12 ag -0.6, GC-B act -3.9, SMARCA2 activ -1.1, DAX1 inh-2 0.4 and NPR1 activator 0.1.
Screening COc1ccc(NC(=O)CCCN2C(=O)C(c3ccccc3)Oc3cccnc32)cc1 (configuration not stated) returned ssDAF-12 act -1.6, proKLK7 act -0.1, HGIII-sPLA2 inh -6.6, DAX1 inh-1 -0.2, FXN GAA850 act 0.2, hcDAF-12 act -0.6, hgDAF-12 ag -3.2, GC-B act -3.4, SMARCA2 activ -1.5, DAX1 inh-2 -0.1 and NPR1 activator -10.7.
CCN(CC)c1ccc(/C=N/N(c2ccccc2)c2ccccc2)c(O)c1 was read as ssDAF-12 act 1.1*, proKLK7 act -0.4, HGIII-sPLA2 inh 3.9, DAX1 inh-1 0.3, FXN GAA850 act 2.1, hcDAF-12 act 11.9*, hgDAF-12 ag 6.0, GC-B act -2.3, SMARCA2 activ -2.9, DAX1 inh-2 0.4 and NPR1 activator -0.4.
`O=c1c2nnn(-c3ccccc3)c2ncn1C/C=C/c1ccccc1` gave ssDAF-12 act -0.4, proKLK7 act 0.6, HGIII-sPLA2 inh 6.4, DAX1 inh-1 -0.3, FXN GAA850 act 1.0, hcDAF-12 act -1.0, hgDAF-12 ag -2.8, GC-B act -2.6, SMARCA2 activ -0.5, DAX1 inh-2 1.5 and NPR1 activator -0.7.
`CN(CC(=O)Nc1ccccc1Br)C(=O)CN1CCN(Cc2cccc(Cl)c2)CC1` gave ssDAF-12 act -1.2, proKLK7 act 0.2, HGIII-sPLA2 inh -2.6, DAX1 inh-1 1.6, FXN GAA850 act -0.3, hcDAF-12 act 1.7, hgDAF-12 ag 0.9, GC-B act -4.9, SMARCA2 activ -1.5, DAX1 inh-2 -1.3 and NPR1 activator -5.5.
O=C(CNC(=O)c1cncc(Br)c1)Nc1ccc(F)c(F)c1F was read as ssDAF-12 act -1.1, proKLK7 act 0.2, HGIII-sPLA2 inh 2.8, DAX1 inh-1 3.3, FXN GAA850 act -0.1, hcDAF-12 act 0.9, hgDAF-12 ag 1.7, GC-B act 5.2, SMARCA2 activ 0.5, DAX1 inh-2 0.2 and NPR1 activator 3.0.
For NC(=O)CC(NC(=O)c1ccccc1)c1ccc(NC2CCCCC2)c([N+](=O)[O-])c1 (configuration not stated) the results were ssDAF-12 act -1.0, proKLK7 act 0.1, HGIII-sPLA2 inh 7.3, DAX1 inh-1 0.1, FXN GAA850 act 2.5, hcDAF-12 act -2.1, hgDAF-12 ag -0.7, GC-B act 6.9, SMARCA2 activ 2.0, DAX1 inh-2 -0.3 and NPR1 activator 3.1.
For Cc1sc2c3ccsc3ccc2[n+]1C the results were ssDAF-12 act -0.4, proKLK7 act -0.1, HGIII-sPLA2 inh 3.1, DAX1 inh-1 -2.7, FXN GAA850 act 1.6, hcDAF-12 act 0.3, hgDAF-12 ag -0.7, GC-B act 16.2, SMARCA2 activ 3.2, DAX1 inh-2 -0.5 and NPR1 activator 16.6.
CS(=O)(=O)N1CCC(C(=O)Nc2cccc(Cl)c2)CC1 was read as ssDAF-12 act -1.1, proKLK7 act -0.3, HGIII-sPLA2 inh 2.7, DAX1 inh-1 0.3, FXN GAA850 act 2.9, hcDAF-12 act -0.3, hgDAF-12 ag -0.8, GC-B act -2.8, SMARCA2 activ -0.2, DAX1 inh-2 0.6 and NPR1 activator -0.2.
For CCOC(=O)C1CCN(C(=O)CCCn2nc(CC)n3c(cc4occc43)c2=O)CC1 the results were ssDAF-12 act -1.2, proKLK7 act -0.9, HGIII-sPLA2 inh 7.4, DAX1 inh-1 -0.1, FXN GAA850 act 1.8, hcDAF-12 act -0.8, hgDAF-12 ag 0.8, GC-B act -1.2, SMARCA2 activ -1.9, DAX1 inh-2 -0.4 and NPR1 activator -0.7.
Screening C[C@@H]1CCCN1c1ccc2c(c1)O[C@@H]1CCN(C1)S2(=O)=O returned ssDAF-12 act -1.3, proKLK7 act 0.1, HGIII-sPLA2 inh 7.2, hcDAF-12 act -2.1, hgDAF-12 ag -2.6, GC-B act 4.1, SMARCA2 activ -2.2, DAX1 inh-2 -1.8 and NPR1 activator -1.6.
`CCOC(=O)N1CCN(S(=O)(=O)c2cc(OCC(=O)NC3CCCCC3)c(C)cc2Cl)CC1` gave ssDAF-12 act -2.1, proKLK7 act 0.8, HGIII-sPLA2 inh -8.2, DAX1 inh-1 -0.2, FXN GAA850 act -3.9, hcDAF-12 act -3.4, hgDAF-12 ag -5.2, GC-B act -18.4, SMARCA2 activ -2.7, DAX1 inh-2 -2.2 and NPR1 activator -32.9.
Screening Cc1ccc(C(=O)N2[C@@H]3CN(C)C(=O)[C@@]2(C)[C@H]2C(=O)N(C)C(=O)[C@@H]32)cc1 returned ssDAF-12 act -0.9, proKLK7 act -0.3, HGIII-sPLA2 inh 3.4, DAX1 inh-1 1.8, FXN GAA850 act 0.8, hcDAF-12 act -1.9, hgDAF-12 ag 1.0, GC-B act 0.1, SMARCA2 activ 0.5, DAX1 inh-2 0.3 and NPR1 activator 1.1.
`O=C(O)CNC(=O)/C=C/c1c(Cl)cccc1Cl` gave ssDAF-12 act -2.0, proKLK7 act 0.3, HGIII-sPLA2 inh 0.7, DAX1 inh-1 2.5, FXN GAA850 act 2.2, hcDAF-12 act 0.1, hgDAF-12 ag 3.1, GC-B act -1.6, SMARCA2 activ -1.0, DAX1 inh-2 0.9 and NPR1 activator -1.1.
`COC(=O)C1CCN(C(=O)c2ccc(Cl)c(S(=O)(=O)NCc3cccnc3)c2)CC1` gave ssDAF-12 act -0.8, proKLK7 act 0.3, HGIII-sPLA2 inh 0.4, DAX1 inh-1 3.5, FXN GAA850 act -1.0, hcDAF-12 act -0.7, hgDAF-12 ag 0.8, GC-B act 2.9, SMARCA2 activ 0.0, DAX1 inh-2 0.1 and NPR1 activator 4.2.
For CN1CCN(c2ccc(-c3ccc4ccccc4n3)cc2)CC1 the results were ssDAF-12 act -3.8, proKLK7 act 28.3*, HGIII-sPLA2 inh -14.7, DAX1 inh-1 -4.8, FXN GAA850 act -14.8, hcDAF-12 act -7.8, hgDAF-12 ag -18.1, GC-B act -5.3, SMARCA2 activ -10.7, DAX1 inh-2 -3.9 and NPR1 activator 12.0.
`O=C(COc1ccc(Cl)cc1)Nc1ccccc1C(=O)NCc1ccco1` gave ssDAF-12 act -1.4, proKLK7 act -4.8, HGIII-sPLA2 inh -4.5, DAX1 inh-1 -0.1, FXN GAA850 act 3.4, hcDAF-12 act -0.9, hgDAF-12 ag 1.4, GC-B act 0.0, SMARCA2 activ 3.5, DAX1 inh-2 0.3 and NPR1 activator 2.0.
`CCCCNC(=O)C[C@@H]1C[C@@]2(C(=O)OC)CCCCC=C2N(Cc2ccco2)C1=O` gave ssDAF-12 act -0.3, proKLK7 act 1.5, HGIII-sPLA2 inh -8.7, hcDAF-12 act 0.6, hgDAF-12 ag -3.6, GC-B act 3.5, SMARCA2 activ -1.9, DAX1 inh-2 0.3 and NPR1 activator 2.0.
`CCC(C(=O)Nc1cc(C(=O)O)ccc1C)c1ccccc1` (configuration not stated) gave ssDAF-12 act -1.1, proKLK7 act -0.4, HGIII-sPLA2 inh 2.9, DAX1 inh-1 1.9, FXN GAA850 act 0.9, hcDAF-12 act 0.8, hgDAF-12 ag 2.6, GC-B act -1.0, SMARCA2 activ 3.0, DAX1 inh-2 0.6 and NPR1 activator -1.0.
`CCCOc1ccc(C2c3c(oc4cc(C)c(C)cc4c3=O)C(=O)N2CCCN(C)C)cc1OCC` (configuration not stated) gave ssDAF-12 act -0.5, proKLK7 act -0.4, HGIII-sPLA2 inh -10.8, DAX1 inh-1 2.0, FXN GAA850 act -0.2, hcDAF-12 act 1.0, hgDAF-12 ag 9.4, GC-B act -0.9, SMARCA2 activ -0.8, DAX1 inh-2 0.1 and NPR1 activator 1.2.
Screening CC(C)(Oc1ccc(Cl)cc1)C(=O)NCC1CCCO1 (configuration not stated) returned ssDAF-12 act -1.1, proKLK7 act -0.6, HGIII-sPLA2 inh 7.5, DAX1 inh-1 0.0, FXN GAA850 act -0.5, hcDAF-12 act -1.1, hgDAF-12 ag -1.6, GC-B act 0.5, SMARCA2 activ -2.3, DAX1 inh-2 -0.9 and NPR1 activator 1.2.
CCN1C(=O)/C(=C2/C=Cc3ccccc3N2CC)SC1=S was read as ssDAF-12 act -1.1, proKLK7 act 0.1, HGIII-sPLA2 inh 21.1*, DAX1 inh-1 1.7, FXN GAA850 act 0.1, hcDAF-12 act -2.2, hgDAF-12 ag -2.2, GC-B act 4.1, SMARCA2 activ -0.2, DAX1 inh-2 0.3 and NPR1 activator 1.9.
Screening COc1ccc(Cl)cc1NC(=O)CN1CCC(n2nnc3cc(C)ccc32)CC1 returned ssDAF-12 act -0.7, proKLK7 act 0.5, HGIII-sPLA2 inh -3.3, DAX1 inh-1 1.1, FXN GAA850 act 1.1, hcDAF-12 act 0.1, hgDAF-12 ag -0.3, GC-B act -3.5, SMARCA2 activ -3.2, DAX1 inh-2 -0.2 and NPR1 activator -13.1.
